# Scp1 inh: blocks human Scp-1 phosphatase activity; actives 0.88% (n = 340,000); inhibition, % at 20 µM; Q9GZU7; Recombinant Scp1, phosphopeptide, malachite green phosphate absorbance;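 active = inhibition above about 50% at 20 µM, limit read from the data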;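 note: plate controls were DMSO wells with enzyme for no effect and wells lacking enzyme for full effect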
# Target sequence (Q9GZU7 76-261 limits assumed): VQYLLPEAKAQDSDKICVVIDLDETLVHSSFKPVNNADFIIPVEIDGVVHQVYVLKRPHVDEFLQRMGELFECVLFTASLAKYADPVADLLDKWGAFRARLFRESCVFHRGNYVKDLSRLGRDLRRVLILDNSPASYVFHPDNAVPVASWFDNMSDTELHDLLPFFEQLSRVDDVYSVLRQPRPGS
#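 Material – SCP-1 phosphatase catalytic domain, residues 76-261 · Buffer or medium – Acidic Tris acetate buffer with magnesium and detergent · Also added – Phospho 17-mer peptide substrate · Compound – single 20 µM dose, 1% DMSO · Times – 45 min room-temperature reaction, 5 min colour, 30 min stabiliser · Technique – Phosphate-binding colour reagent, absorbance read at 630 nm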
# Rpn11 block: Rpn11 (human) deubiquitinase inhibition; O00487; actives 0.59% (n = 360,000); human 26S proteasome, Ub4-pepOG fluorescence polarization; 20S core pre-blocked with epoxomicin; calls only at 20 µM;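 active = inhibition at 20 µM, scaled to each plate's controls, above about 33%, limit read from the data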
# SUMO1 PPI mod: modulators of human SUMO1-mediated protein-protein interactions. actives 0.33% (n = 360,000). AID 602429. P63165. inhibition, % at 20 µM. SUMO1 binding to a labelled peptide, TR-FRET, 1 h; in the data active = inhibition above about 37%
# Target sequence (P63165 whole entry, looked up): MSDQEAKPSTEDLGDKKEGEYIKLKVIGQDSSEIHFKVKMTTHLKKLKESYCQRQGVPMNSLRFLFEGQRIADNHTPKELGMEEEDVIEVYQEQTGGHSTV
# DNMT1 inh: blocks human DNA methyltransferase DNMT1 | P26358 | DNMT1 molecular beacon, Hinp1I cleavage, fluorescence | inhibition (reported as % activation of signal), % at 10 µM | actives 0.83% (n = 360,000) | AID 588458; in the data active = inhibition above about 50%
# NadD inh: NadD (S. aureus) enzyme inhibition; purified NadD enzyme, colorimetric absorbance read-out; inhibition, % at 20 µM; actives 0.78% (n = 360,000); AID 602399; in the data active = inhibition above about 26%; note: some compounds past the cut are filed as inactive
# MLLE-PAM2 inh: inhibitors of microRNA-mediated deadenylation, human PABP1 MLLE binding | GST-MLLE / FITC-PAM2 fluorescence polarization | inhibition, % at 20 µM | actives 0.36% (n = 360,000) | AID 588489; in the data active = inhibition above about 35%, passing the limit was not always enough;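 note: plate controls were DMSO wells with GST-MLLE for no effect and wells lacking GST-MLLE protein for full effect; some results filed as inactive read as strong as hits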
# CSN inh: inhibitors of human CSN-mediated cullin deneddylation; Q92905; Purified CSN, SCF-Nedd8-OG deneddylation, fluorescence polarization; inhibition, % at 12.5 µM; actives 0.38% (n = 360,000); AID 651999;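 active = pattern-corrected inhibition above about 35%, with an unprinted fluorescence ratio check between 0.5 and 1.5, limit read from the data, passing the limit was not always enough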;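 note: 0% = enzyme with substrate and 100% = substrate without enzyme; some results filed as inactive read as strong as hits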
#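 Material: human Csn5 produced in HEK293T cells; Input: enzyme 0.24 nM; Reagent: SCFSkp2-Nedd8OG substrate at 10 nM final; Dosing: 12.5 µM compound; Incubation: 90 min reaction at room temperature; Detection: fluorescence polarization of the substrate; Evaluation: % inhibition of substrate cleavage by Csn5; Control set: substrate-only high control, full reaction low control.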
# STEP inh: STEP (human) phosphatase inhibition. P54829. recombinant STEP, OMFP fluorogenic substrate, fluorescence. inhibition, % at 20 µM. actives 0.25% (n = 360,000). AID 588621;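 active = inhibition at 20 µM, scaled per plate between control wells, above about 37%, limit read from the data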;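 note: 0% = DMSO with enzyme and substrate and 100% = substrate only without enzyme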
# Target sequence (P54829 whole entry, looked up): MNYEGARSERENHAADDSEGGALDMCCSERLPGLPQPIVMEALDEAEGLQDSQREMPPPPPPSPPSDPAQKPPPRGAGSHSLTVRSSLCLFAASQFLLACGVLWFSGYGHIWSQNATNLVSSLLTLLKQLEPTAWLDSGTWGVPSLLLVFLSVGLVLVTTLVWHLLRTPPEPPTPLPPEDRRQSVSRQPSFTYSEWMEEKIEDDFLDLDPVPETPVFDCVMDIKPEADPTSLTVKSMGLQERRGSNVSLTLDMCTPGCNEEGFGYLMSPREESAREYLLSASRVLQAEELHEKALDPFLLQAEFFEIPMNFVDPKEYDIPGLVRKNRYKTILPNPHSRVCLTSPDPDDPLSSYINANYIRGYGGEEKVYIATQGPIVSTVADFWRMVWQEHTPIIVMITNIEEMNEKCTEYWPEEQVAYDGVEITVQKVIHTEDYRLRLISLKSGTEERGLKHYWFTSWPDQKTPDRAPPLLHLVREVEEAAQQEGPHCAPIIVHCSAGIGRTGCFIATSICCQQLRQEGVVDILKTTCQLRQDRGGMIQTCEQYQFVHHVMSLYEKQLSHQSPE
#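 Also added – OMFP at 25 µM · Test system – STEP tyrosine phosphatase · Technique – FITC-channel fluorescence of OMFP product · Schedule – 20 min at room temperature, dark · Evaluation – control-normalized % inhibition with plate pattern correction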
# LMPTP block: LMPTP (human) inhibition; P24666; recombinant LMPTP-A, OMFP fluorogenic substrate, fluorescence intensity; inhibition, % at 20 µM; actives 0.22% (n = 360,000); AID 651560;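 active = compounds that cut the enzyme signal by at least half of the control window in the single-dose screen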;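 note: plate controls were DMSO wells with enzyme plus substrate for no effect and substrate without enzyme for full effect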
#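 Test system – LMPTP-A phosphatase enzyme · Quantity – 0.625 nM LMPTP-A final · Reagent – OMFP substrate, 400 µM final · Dosing – one test concentration per compound, 20 µM, with 3% DMSO overall · Timing – 50 min enzyme reaction at room temperature, protected from light · Detection – fluorescence intensity · Controls – substrate-only low control, DMSO enzyme-plus-substrate high control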
# Tb MetRS inh: Trypanosoma brucei MetRS inhibition | purified T. brucei MetRS, ATP depletion, Kinase-Glo luminescence | inhibition, % at 11.9 µM | actives 0.4% (n = 360,000);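 active = inhibition above a per-plate cutoff of the control wells' mean inhibition plus 3 SD, cut at about 5.5% in these data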;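 note: 0% = DMSO wells median and 100% = median of wells with control inhibitor compound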
#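 assay system = parasite MetRS enzyme | timing = 15 min preincubation, 2 h reaction, all 25 °C | evaluation = percent inhibition relative to median high and low control wells | medium = HEPES buffer containing pyrophosphatase, BSA, spermine, DTT | compound = single dose, 11.9 µM final nominal, 0.9% final DMSO | detection = Kinase-Glo luminescence, ATP depletion format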
# * marks the source's active call; other numbers are inactive results; i = inactive; / = no result given.
# Under each structure – Scp1 inh, Rpn11 block, SUMO1 PPI mod, DNMT1 inh, NadD inh, MLLE-PAM2 inh, CSN inh, STEP inh, LMPTP block, Tb MetRS inh
O=C(Cc1ccc(Br)cc1)Nc1ccc(Cl)cc1
→ -14.2, i, 2.3, 3.8, -1.6, 1.9, -1.2, -0.9, 1.8, 5.3
COc1ccccc1C(=O)Nc1ccc(S(=O)(=O)N2CCc3ccccc32)cc1
→ -12.8, i, 6.3, -9.6, -7.7, -0.2, 2.8, 6.3, 1.6, -0.5
CCCCOC(=O)CSc1nnc(-c2cc(OC)c(OC)c(OC)c2)o1
→ -4.9, i, -3.1, 4.7, -5.2, -14.0, -3.9, 2.7, -0.6, -0.9
CN(C)c1ccc(/C=C/C(=O)c2ccccc2O)cc1
→ -9.2, /, -34.5, -5.0, 2.1, -122.3, 70.3*, -5.9, 7.1, 0.1
Cn1c(=O)[nH]c(=O)c2c1nc(N1CCCC1)n2CCCSc1nnnn1-c1ccccc1
→ -1.4, i, 1.4, -0.4, -0.6, -6.0, -1.9, -2.5, -0.1, -0.3
Cn1c(=O)c2c(SCC(=O)NC3CCCC3)nc(CC(C)(C)C)nc2n(C)c1=O
→ -5.0, i, 0.7, 6.2, 5.0, 6.2, -0.5, -1.7, -1.0, -0.1
O=C(Nc1ccc(Br)cn1)c1ccc(Br)s1
→ -3.0, i, -5.5, 2.8, -2.3, -4.1, 0.1, 0.8, 1.9, -0.5
CCOC(=O)N1CCN(CC(=O)Nc2sccc2C#N)CC1
→ -0.7, i, 0.3, -2.9, 1.4, -0.1, 4.2, -0.9, 0.2, -0.6
CCCCn1nnnc1C1(C)CCC(=O)N1Cc1ccc(OC)cc1 (stereo not given)
→ /, /, 0.2, /, 1.0, /, -1.3, /, -1.5, 0.1
O=C(COC(=O)CNS(=O)(=O)c1ccc(Br)cc1Cl)NC1CCCC1
→ 5.3, i, 3.8, -5.7, -4.5, 1.1, -1.8, -1.5, 0.0, -0.6

# Entries of single compounds, quoted from the list. Order of values: Scp1 inh, Rpn11 block, SUMO1 PPI mod, DNMT1 inh, NadD inh, MLLE-PAM2 inh, CSN inh, STEP inh, LMPTP block, Tb MetRS inh
# CCCCn1nnnc1C1(C)CCC(=O)N1Cc1ccc(OC)cc1 (stereo not given) in the list: /, /, 0.2, /, 1.0, /, -1.3, /, -1.5, 0.1
# Cn1c(=O)[nH]c(=O)c2c1nc(N1CCCC1)n2CCCSc1nnnn1-c1ccccc1 in the list: -1.4, i, 1.4, -0.4, -0.6, -6.0, -1.9, -2.5, -0.1, -0.3
# O=C(Cc1ccc(Br)cc1)Nc1ccc(Cl)cc1 in the list: -14.2, i, 2.3, 3.8, -1.6, 1.9, -1.2, -0.9, 1.8, 5.3
# CCCCOC(=O)CSc1nnc(-c2cc(OC)c(OC)c(OC)c2)o1 in the list: -4.9, i, -3.1, 4.7, -5.2, -14.0, -3.9, 2.7, -0.6, -0.9
# COc1ccccc1C(=O)Nc1ccc(S(=O)(=O)N2CCc3ccccc32)cc1 in the list: -12.8, i, 6.3, -9.6, -7.7, -0.2, 2.8, 6.3, 1.6, -0.5

# (continued)
# Under each structure – Scp1 inh, Rpn11 block, SUMO1 PPI mod, DNMT1 inh, NadD inh, MLLE-PAM2 inh, CSN inh, STEP inh, LMPTP block, Tb MetRS inh
CSCCC(NC(=O)c1ccc(Cl)cc1Cl)C(=O)N(C)Cc1nc2ccccc2c(=O)[nH]1 (stereo not given)
→ -6.1, i, -2.4, 2.1, -7.1, 9.1, -0.1, 0.4, 2.4, -0.1
CCCCOc1ccc(/C=C/C(=O)Nc2ccc([N+](=O)[O-])cc2C)cc1
→ -5.3, i, -2.8, 5.3, -4.7, 16.4, 4.0, -2.7, -0.2, -0.6
CCOc1ccc(CN2CCN(C3CCC3)CC2CCO)cc1 (stereo not given)
→ 0.1, i, 4.3, -0.6, -7.7, 0.5, 1.7, -0.9, 0.5, -1.0
N#CC1=C(N)SC(N)=C(C#N)C1c1cccc(O)c1
→ -12.2, /, 2.4, -5.8, -1.1, -71.5, 117.8, -15.7, 2.5, 0.9
Cc1oc(-c2ccccc2)cc1C(=O)NC(Cc1c[nH]c2ccccc12)C(=O)O (stereo not given)
→ 6.2, i, 3.9, 9.8, 1.3, 10.9, -7.1, -1.9, -2.0, -0.2
Cc1ccc(-n2c(SCC(=O)N3CCOCC3)nnc2-c2cccnc2)cc1
→ 2.2, i, -0.1, 2.3, -2.5, 23.8, 1.9, 1.8, 0.2, -1.2
O=C1C(Cl)=C(N2CCCC2)C(=O)N1c1ccc(F)cc1
→ 1.4, i, -36.9, 71.8*, -7.9, 15.8, 1.9, 11.7, 0.6, -0.9
N/C(CN1CCCC1=O)=N\OC(=O)c1ccccc1Cl
→ -12.1, i, 2.9, 2.6, 1.0, 4.9, 7.2, -0.7, -1.7, -0.3
CNCc1nc2ccccc2[nH]1
→ -3.4, i, 2.3, -0.9, -1.9, 2.9, 5.0, -1.4, -1.2, -1.0
CC(C)C[C@H]1CN=C(N(C)C)N1CC1CCCCCC1
→ 5.0, i, -6.3, 9.1, -1.2, -9.0, 3.2, -3.6, -1.6, -0.2

# Other records
# Under each structure – Scp1 inh, Rpn11 block, SUMO1 PPI mod, DNMT1 inh, NadD inh, MLLE-PAM2 inh, CSN inh, STEP inh, LMPTP block, Tb MetRS inh
O=C(C1CCCN(C2CC(=O)N(c3ccc(Cl)cc3)C2=O)C1)N1CCCC1 (stereo not given)
→ -4.8, i, -0.8, -0.2, 1.0, 5.6, 6.8, -3.3, -0.9, -0.3
O=C1c2ccccc2NC(c2cccc(O)c2)N1NS(=O)(=O)c1ccccc1 (stereo not given)
→ -10.9, i, 0.0, 1.6, 2.7, 2.4, -2.1, -0.9, 0.3, 0.4
CCc1ccccc1NC(=O)N1CCC(NC(=O)C(Cc2ccc(OC)c(OC)c2)NC(C)=O)CC1 (stereo not given)
→ -5.5, i, -0.2, -0.2, 0.7, 0.3, 6.3, -0.2, -2.2, 1.3
O=C(COC(=O)/C=C/c1ccco1)NCc1ccc(Cl)cc1Cl
→ 16.5, i, -5.9, 20.9, -3.8, -3.1, 7.2, 5.0, 2.7, 0.9
O=C(NCCc1ccccc1)C(c1ccc(F)cc1)N(C(=O)c1csnn1)C1CC1 (stereo not given)
→ -5.8, i, 1.5, 0.3, 1.8, 3.1, 0.0, 2.6, -0.3, -0.1
O=C(Nc1nnc(-c2ccc(F)cc2)o1)C1CCCN1S(=O)(=O)c1cccs1 (stereo not given)
→ -6.9, i, 6.6, 3.1, 11.1, -1.1, -3.4, 0.6, -1.0, -0.1
CC(=O)NC(CC(=O)Nc1ccc(S(=O)(=O)N2CCOCC2)cc1)c1ccccc1 (stereo not given)
→ -5.2, i, 2.3, -1.5, -2.0, 2.2, 5.4, -1.6, -0.2, 0.2
Cc1ccc(-c2noc(CNc3ccccc3)n2)cc1
→ 9.5, i, -7.7, -9.6, -1.6, -11.0, -1.1, -2.7, 0.5, -0.2
CC(C)(C)NC(=O)C(c1ccc(O)cc1)N(C(=O)CCC(=O)Nc1nccs1)c1cccc(F)c1 (stereo not given)
→ -2.9, i, -0.6, -3.1, 2.9, -1.0, -15.2, -3.5, 0.5, -0.1
CC(Oc1ccccc1)C(=O)OCC(=O)NC(=O)NC1CCCCC1 (stereo not given)
→ -9.8, i, -1.2, -3.5, -6.8, -1.0, -4.4, -4.7, 0.9, -0.2

# Other records:
# Under each structure – Scp1 inh, Rpn11 block, SUMO1 PPI mod, DNMT1 inh, NadD inh, MLLE-PAM2 inh, CSN inh, STEP inh, LMPTP block, Tb MetRS inh
COCn1c(-c2ccc(OC)c(OC)c2)nc2ccccc21
→ -9.0, i, -0.7, 3.7, 0.2, 3.9, 2.7, 0.4, 1.5, -0.3
Cc1ccc(NC(=O)NCc2ccc3c(c2)OCO3)cc1
→ 2.2, i, 0.7, 3.4, -2.4, 3.5, 0.8, 1.9, -0.1, -0.1
COc1cc(C2C(C#N)=C(N)Oc3c2oc(CO)cc3=O)ccc1OC(C)C (stereo not given)
→ -9.7, i, -2.5, 2.5, 2.7, -1.9, 3.0, -1.9, -0.6, 0.4
Cc1nn(-c2ccccc2)c(Cl)c1C1C(C#N)=C(N)OC2=C1C(=O)CC(C)(C)C2 (stereo not given)
→ -4.6, i, 1.4, -5.7, 0.4, 4.1, -3.5, 1.7, -0.5, 0.5
COc1ccc(N/C=C/c2nc(SC)nnc2C)cc1
→ -6.4, /, -31.1, -2.6, 3.6, -133.9, 27.7, 2.6, 4.5, 0.3
CCO/N=C(/C)c1c(O)c(C)c(-c2ccccc2)n(-c2ccccc2)c1=O
→ 2.7, i, 0.0, 4.2, -4.8, -2.0, -3.2, 2.4, 1.5, -1.0
Cn1c(=O)n(C)c2cc(NC(=O)Cc3ccccc3[N+](=O)[O-])ccc21
→ 3.6, i, -5.9, 1.1, 5.2, 2.3, -4.5, -3.5, -1.0, -0.7

# Screens (PubChem BioAssay)
